# High-throughput results deposited in PubChem by The Scripps Research Institute Molecular Screening Center.
# UHRF1 MBD2 ctr = UHRF1 methylated DNA binding inhibitors, primary screen, counter-screen for MBD2 inhibitor project, biochemical, TR-FRET, human UHRF1, single concentration | E3 ubiquitin-protein ligase UHRF1 (Homo sapiens), Q96T88 | UHRF1 binding to methylated oligo | inhibition, % at 4.4 µM | 370,000 tested, 0.75% active | AID 687016, 2013; in the data active = inhibition above about 21%;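 note: UHRF1 SRA domain binding a hemimethylated CpG hairpin DNA probe; 0% = median of test compound wells and 100% = reference inhibitor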
# LEDGF integ inh = blockers of LEDGF/p75-dependent integrase strand transfer – biochemical, TR-FRET, high throughput, primary screen. HIV-1 integrase (with human LEDGF/p75). TR-FRET IN-LEDGF/p75 DNA integration, Eu/Cy5. inhibition, % at 3.7 µM. 370,000 tested, 0.64% active. AID 743269, 2014;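 active = inhibition above the screen-wide mean plus 3 SD, cut at about 13% in these data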;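 note: signal is the Cy5 over europium emission ratio at 671 and 618 nm; 0% = plate median of compound wells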
# PRMT1 inh = PRMT1 methyltransferase inhibitors, primary screen, biochemical, fluorescence polarization; Protein arginine N-methyltransferase 1 (Homo sapiens), Q99873; recombinant PRMT1, activity-based probe fluorescence polarization; inhibition, % at 2.79 µM; 370,000 tested, 1.3% active;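 active = inhibition above about 21% made by adding two undisclosed values, limit read from the data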
# Target sequence (Q99873 whole entry, looked up): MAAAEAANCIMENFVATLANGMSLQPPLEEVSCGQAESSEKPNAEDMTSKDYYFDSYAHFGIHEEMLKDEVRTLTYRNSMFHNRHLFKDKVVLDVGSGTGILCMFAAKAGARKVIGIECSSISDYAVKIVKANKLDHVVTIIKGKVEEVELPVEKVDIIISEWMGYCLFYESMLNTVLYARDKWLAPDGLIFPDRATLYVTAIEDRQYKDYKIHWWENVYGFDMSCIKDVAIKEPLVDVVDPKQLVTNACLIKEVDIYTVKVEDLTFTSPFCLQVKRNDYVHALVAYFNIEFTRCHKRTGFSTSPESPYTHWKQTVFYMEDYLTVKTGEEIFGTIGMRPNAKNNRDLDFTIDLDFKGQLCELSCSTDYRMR
# mABHD4 FP = ABHD4 inhibitors, primary screen, biochemical, fluorescence polarization, mouse. (Lyso)-N-acylphosphatidylethanolamine lipase (Mus musculus), Q8VD66. purified mABHD4, FP-Rh probe fluorescence polarization. inhibition, % at 8.92 µM. 370,000 tested, 0.54% active. AID 720543, 2013;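 active = inhibition exceeding the mean over every tested compound plus 3 SD, cut at about 30% in these data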;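 note: 0% = plate median of compound wells and 100% = S159A mutant with DMSO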
#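 Assay system: wild-type mouse ABHD4 protein; compound: single nominal dose of 8.92 µM, 0.89% DMSO final; schedule: 45 min + 60 min at 25 °C; measured by: FP readout, ex 525 nm / em 598 nm; evaluation: % inhibition of FP-Rh probe binding versus controls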
# PG9 Ab binder = binders of HIV-1 gp120 antibody PG9, primary screen, biochemical, TR-FRET | 360,000 tested, 0.43% active | HIV-1 gp120 / PG9 antibody interaction | inhibition, % at 6.7 µM | AID 624416, 2012 | TR-FRET gp120-PG9 antibody binding; in the data active = inhibition above about 8.5%
# SIAE primary = human SIAE inhibitors, primary screen, biochemical, fluorescence polarization, FP-Rh probe, 1536-well HTS. Sialate O-acetylesterase (Homo sapiens), Q9HAT2. SIAE FP-Rh probe binding. inhibition, % at 9.66 µM. AID 1053197, 2014. 370,000 tested, 0.69% active;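 active = inhibition above a cutoff: mean of compounds within the control limits plus 3 SD of those, cut at about 17% in these data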;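 note: 0% = plate median of compound wells and 100% = probe without SIAE protein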
# HTRA1 inh = HTRA1 serine protease inhibitors, primary screen, biochemical, fluorescence polarization, HTS | 340,000 tested, 0.5% active | inhibition, % at 5.96 µM | Q92743 | recombinant HTRA1, FP-rhodamine activity-based probe; in the data active = inhibition above about 36%;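 note: 0% = enzyme with DMSO and 100% = wells lacking enzyme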
# Target sequence (Q92743 whole entry, looked up): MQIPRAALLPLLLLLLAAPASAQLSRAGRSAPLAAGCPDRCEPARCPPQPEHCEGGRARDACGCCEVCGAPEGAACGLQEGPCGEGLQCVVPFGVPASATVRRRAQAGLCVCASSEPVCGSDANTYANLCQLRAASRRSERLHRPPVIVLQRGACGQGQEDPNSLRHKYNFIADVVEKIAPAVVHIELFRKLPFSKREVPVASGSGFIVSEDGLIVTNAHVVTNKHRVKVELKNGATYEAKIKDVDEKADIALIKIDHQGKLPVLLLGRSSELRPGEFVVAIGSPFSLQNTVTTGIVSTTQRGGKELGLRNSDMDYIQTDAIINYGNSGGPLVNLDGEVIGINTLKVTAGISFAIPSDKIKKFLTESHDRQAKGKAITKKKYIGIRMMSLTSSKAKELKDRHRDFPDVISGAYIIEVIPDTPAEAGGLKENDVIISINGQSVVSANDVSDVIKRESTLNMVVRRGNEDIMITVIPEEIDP
# TDP2 inh = human TDP2 enzyme inhibitors, primary screen, biochemical, epi absorbance, recombinant enzyme; Tyrosyl-DNA phosphodiesterase 2 (Homo sapiens), O95551; T5PNP hydrolysis, p-nitrophenol absorbance 415 nm; inhibition, % at 12.8 µM; 370,000 tested, 0.34% active; AID 720702, 2013;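 active = inhibition above the mean of all tested compounds plus 3 SD, set per campaign, cut at about 25% in these data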;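 note: 0% = DMSO with enzyme and 100% = buffer with substrate but no TDP2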
#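 Assay system: Recombinant human TDP2 | Quantity: 120 nM TDP2 per well | Incubation: 2 h at 37 °C | Signal: Epi absorbance | Evaluation: Percent inhibition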
# TCR-CD3 inh = inhibitors of human TCR-CD3 interaction, primary screen, biochemical, fluorescence, TAMRA-labeled TCR probe. T-cell receptor (TCR). inhibition, % at 9.4 µM. 360,000 tested, 0.37% active. AID 651800, 2012; in the data active = inhibition above about 19%;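 note: recombinant mutant TCR 2C K166C tagged with TAMRA read by polarization; 0% = receptor in buffer alone and 100% = receptor with positive control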
# Tn7 DDE FP = inhibitors of Tn7 peptide binding to fibrin DD(E), primary screen, biochemical, fluorescence polarization, human fibrin, Tn7 probe | FP displacement of FITC-Tn7 peptide from fibrin DD(E); 0% = median of compound wells per plate | 370,000 tested, 0.13% active | Fibrinogen beta chain (Homo sapiens), P02675 | inhibition, % at 8.3 µM | AID 720508, 2013;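 active = inhibition above the mean of compounds falling within the control limits plus 3 SD of them, cut at about 14% in these data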;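 note: 0% = plate median of compound wells and 100% = 10 µM Aha-Tn7 peptide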
#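 System: human fibrin DD(E); quantity: Fibrin-DD(E) at 2 µM final; also added: fluorescent Tn7 probe at 0.1 µM; compound dosing: single nominal test concentration of 8.3 µM per compound; schedule: 10 min preincubation, 3 h with tracer, room temperature; detection: fluorescence polarization of the labelled Tn7 tracer; repeats: one replicate per compound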
# An asterisk follows results filed as active; . = no result given.
SMILES,UHRF1 MBD2 ctr,LEDGF integ inh,PRMT1 inh,mABHD4 FP,PG9 Ab binder,SIAE primary,HTRA1 inh,TDP2 inh,TCR-CD3 inh,Tn7 DDE FP
CC(C)CC(COCc1cccc(Cl)c1)N1CCN(C(=O)c2ccc(C(F)(F)F)cc2)CCC1=O (configuration not stated),1,2,0,-13,-1.0,3,-32,3,4,-1
CCOc1ccc(S(=O)(=O)N(CC(=O)Nc2cc(C)on2)Cc2ccccc2Cl)cc1,5,10,-1,-23,-2.5,-7,-64,-18,-3,-3
CCOC(=O)CSc1nc(C2CC2)cc(-c2ccc(Cl)cc2)c1C#N,-1,0,7,-1,-1.5,-11,-7,5,-2,1
Cc1cccc(NC(=O)CC2C(=O)NCCN2C(=O)Nc2ccc(Cl)cc2)c1 (configuration not stated),3,-3,1,0,-1.1,0,-14,2,-1,4
CCC(C)[C@H](NC(=O)NC1CCCc2ccccc21)C(=O)O (some centres not stated),1,2,-3,1,-0.2,-4,-6,7,7,3
Cc1ccc(S(=O)(=O)CCC(=O)OCC(=O)N2CC(=O)Nc3ccccc32)cc1,-3,1,0,0,-2.2,-1,-9,8,-3,-2
COc1ccc(CNCCSc2nnnn2C)cc1OC,-2,-1,7,-7,-2.5,-7,5,-10,2,3
CCCCNC(=O)C1CC(c2ccc(C(F)(F)F)cc2)=NO1 (configuration not stated),-1,0,-1,-4,-0.4,-1,-1,-18,-2,-14
COc1ccc(-n2nc3c(c2NC(=O)COc2ccccc2OC)CS(=O)(=O)C3)cc1,-2,-1,-3,5,-1.7,0,10,0,-7,5
COc1ccc(C(=O)c2ccccc2)c(OCC(=O)N(C)C)c1,-2,-1,-1,3,0.1,3,0,-2,1,-4
CCOc1cc2c(cc1O)C(=NO)CC1C2CCC2(C)C(O)CCC12 (configuration not stated),4,1,1,-2,-0.5,5,0,5,-3,3
COc1ccc(CC(=O)N[C@@H]2c3ccccc3CC[C@H]2OCc2ccccc2)cc1,1,6,-3,-1,-0.7,-3,-10,-2,2,0
Nc1nc2c(ncn2C2CCCC2)c(=O)[nH]1,3,-5,1,7,0.8,1,-6,10,5,-11
CCn1cc(C(=O)NC(C)C2CC3CCC2C3)cn1 (configuration not stated),5,1,-1,-1,0.1,-1,2,-8,3,-5
N/C(=N\OS(=O)(=O)c1cccc([N+](=O)[O-])c1)c1ccncc1,4,1,-1,2,0.2,-3,6,3,-5,0
C/C(=C\COc1cc(=O)[nH]c2ccccc12)CCC(O)C(C)(C)O (configuration not stated),2,-5,3,-3,0.1,-5,-8,2,-6,9
COC(=O)[C@]12C[C@H](CC(=O)NCc3ccc(OC)c(OC)c3)C(=O)N(CCc3ccc(OC)c(OC)c3)C1=C[C@H](COCc1ccccc1)O[C@@H]2C,-2,-3,1,2,.,5,.,-5,.,2
CCN(CC)S(=O)(=O)c1cccc(NC(=O)/C=C/c2ccc([N+](=O)[O-])cc2)c1,-1,0,2,4,-2.3,-3,0,-7,-4,0
CC(=O)Nc1c(C#N)c(C(C)(C)C)cn1C,-1,-1,-1,0,-2.7,-5,3,3,3,7
Cc1ccc(S(=O)(=O)N2CCN(S(=O)(=O)c3cccs3)CC2)cc1,2,-3,2,3,0.0,4,1,-1,-6,-3
COC(=O)[C@]1(Cc2ccccc2)N[C@H](CN(C)S(=O)(=O)c2ccc(F)cc2)[C@@H]2C(=O)N(Cc3ccccc3)C(=O)[C@@H]21,1,6,-5,-3,0.7,-3,-7,13,6,3
Cc1ccc(NCc2nnc(SCC#N)o2)c(C)c1,0,5,-2,-2,-4.4,-6,-3,-23,-3,-4
CC(=O)Oc1ccc(C(=O)Nc2ccccc2C(=O)Nc2ccc(C(=O)O)cc2)cc1,1,-1,-3,-13,-0.9,-8,-3,0,4,0
CCOC(=O)Cc1csc(SCC(=O)Nc2sc3c(c2C(N)=O)CCC3)n1,2,1,1,3,0.6,-3,18,0,10,-1
CCOC(=O)CNC(=O)COc1ccc(Cl)cc1Br,0,-2,0,-1,-1.4,-1,-1,1,5,0
# Carrying on:
SMILES,UHRF1 MBD2 ctr,LEDGF integ inh,PRMT1 inh,mABHD4 FP,PG9 Ab binder,SIAE primary,HTRA1 inh,TDP2 inh,TCR-CD3 inh,Tn7 DDE FP
CN(C(=O)c1cccc(C(F)(F)F)c1)C1CCCc2ccccc21 (configuration not stated),-1,2,-1,-2,-1.1,5,-10,19,1,-4
Clc1ccccc1CSc1nc2ccncc2[nH]1,3,-1,-3,-3,-0.5,4,-3,12,6,4
S=C(Nc1ccccc1Cl)NC1CCN(Cc2ccccc2)CC1,-3,0,25*,-3,-0.2,9,-1,-2,4,-2
CCCCNc1c(CC(C)C)nc2nc(C)cc(C)n12,1,-5,1,1,-2.4,6,.,9,-5,-2
C=CCSc1ncc(-c2ccccc2)cn1,0,1,-2,-7,-2.6,0,0,3,5,-5
Cc1nc2sccn2c(=O)c1S(=O)(=O)NCCc1ccc(Cl)cc1,2,-2,2,1,0.8,1,10,1,-7,2
Cn1cnc2c1c(=O)n(Cc1ccccc1C#N)c(=O)n2C,-2,1,-2,0,0.0,-3,-1,-9,4,3
CCCn1c(CN2CCN(C(=O)OCC)CC2)nc2cc(NC(=O)C(C)C)ccc21,0,2,-4,-2,-0.9,8,2,10,4,8
COc1ccc(-c2cc(-c3c(O)c(OC)c4occc4c3OC)[nH]n2)cc1,0,0,2,10,2.8,22*,13,-11,-1,1
O=C(N/N=C/c1ccc(O)cc1O)c1ccc(NC(=O)C2CCCCC2)cc1,-3,-4,2,12,-1.5,26*,-18,-5,12,-4
COc1ccccc1N1CCN(C(=O)C(=O)N/N=C/c2ccccc2F)CC1,-2,-3,-1,-1,-1.3,1,7,-13,-6,2
Nc1cc(=O)[nH]c(SCC(=O)Nc2cccc(S(=O)(=O)N3CCCCCC3)c2)n1,0,0,8,-10,-1.3,-4,0,-1,1,3
COc1cc(NC(=O)c2ccc(Br)cc2)c(OC)cc1NC(=O)c1ccccc1,-1,4,2,4,-3.0,-2,3,-11,5,-1
COCCCNC(=O)C[C@@H]1C[C@@]2(C(=O)OC)CCCCC=C2N(Cc2ccc(Cl)cc2Cl)C1=O,-1,-4,0,-3,1.1,2,.,-5,1,-4
CCN1CCCC1CNc1ncnc2c1[nH]c1ccc(Cl)cc12 (configuration not stated),3,-1,0,8,0.8,-3,0,6,3,-4
O=C(NCc1cccnc1)c1ccc(Cn2cc(C(F)(F)F)ccc2=O)cc1,-1,6,1,-6,-1.4,9,3,0,1,-4
CCC1=Nc2ccccc2NC2=C1C(=O)CCC2,4,3,6,6,0.3,4,28,-7,-3,-1
CC/C(=N\NC(=O)c1nnn(-c2nonc2N)c1CN(C)c1ccccc1)c1ccccc1,-2,0,-3,-2,1.6,5,8,6,-5,1
Cc1ccc(Cn2nnc3c(=O)n(CC(=O)NCc4ccccc4)cnc32)cc1,3,-5,0,-1,-0.6,-4,-1,2,-9,-6
Cc1onc(-c2c(Cl)cccc2Cl)c1C(=O)N1CCN(c2ccccc2F)CC1,11,-3,0,-5,-1.0,-2,-2,4,-3,-8
CCCCCCN1C=CC(=C2C(=O)c3ccccc3C2=O)C=C1,-3,-4,1,20,-0.7,-3,6,-5,2,-5
CCCCn1nnnc1C(c1ccccc1)N1CCN(C)CC1 (configuration not stated),-3,1,-2,-5,-1.4,7,.,-8,2,4
CS(=O)(=O)c1ccc(C(=O)OCC(=O)N2CCN(CCC3CCCCC3)CC2)cc1[N+](=O)[O-],-1,-1,7,8,0.0,3,.,-4,-5,1
O=C(NCC1CCCCC1)c1ccc(=O)[nH]c1,4,-4,3,7,0.3,4,-3,-11,1,1
C=C(C)Cn1c(C)cc(C)c(S(=O)(=O)c2ccccc2C)c1=O,-2,0,-2,-2,-2.3,6,-21,1,-3,2
Cc1ccc(C)c(NC(=O)c2cnccn2)c1,-1,-4,2,1,1.6,1,-6,29*,-5,5

# Shown as a hit in SIAE primary, of those listed so far:
molecule	LEDGF integ inh	PRMT1 inh	mABHD4 FP	PG9 Ab binder	SIAE primary	HTRA1 inh	TDP2 inh	TCR-CD3 inh	Tn7 DDE FP
COc1ccc(-c2cc(-c3c(O)c(OC)c4occc4c3OC)[nH]n2)cc1	0	2	10	2.8	22*	13	-11	-1	1
O=C(N/N=C/c1ccc(O)cc1O)c1ccc(NC(=O)C2CCCCC2)cc1	-4	2	12	-1.5	26*	-18	-5	12	-4

# Grouped by structure, those above containing a nitro group on carbon.
SMILES,UHRF1 MBD2 ctr,LEDGF integ inh,PRMT1 inh,mABHD4 FP,PG9 Ab binder,SIAE primary,HTRA1 inh,TDP2 inh,TCR-CD3 inh,Tn7 DDE FP
N/C(=N\OS(=O)(=O)c1cccc([N+](=O)[O-])c1)c1ccncc1,4,1,-1,2,0.2,-3,6,3,-5,0
CCN(CC)S(=O)(=O)c1cccc(NC(=O)/C=C/c2ccc([N+](=O)[O-])cc2)c1,-1,0,2,4,-2.3,-3,0,-7,-4,0
CS(=O)(=O)c1ccc(C(=O)OCC(=O)N2CCN(CCC3CCCCC3)CC2)cc1[N+](=O)[O-],-1,-1,7,8,0.0,3,.,-4,-5,1

# Of the compounds above, these contain bromine:
SMILES,UHRF1 MBD2 ctr,LEDGF integ inh,PRMT1 inh,mABHD4 FP,PG9 Ab binder,SIAE primary,HTRA1 inh,TDP2 inh,TCR-CD3 inh,Tn7 DDE FP
CCOC(=O)CNC(=O)COc1ccc(Cl)cc1Br,0,-2,0,-1,-1.4,-1,-1,1,5,0
COc1cc(NC(=O)c2ccc(Br)cc2)c(OC)cc1NC(=O)c1ccccc1,-1,4,2,4,-3.0,-2,3,-11,5,-1
